CRFBP-R2 block: antagonists of CRF-BP/CRF-R2 complex, primary screen, cell-based, HEK293, calcium dye fluorescence, uHTS; CRF-induced calcium fluorescence; inhibition, % at 11.8 µM; actives 0.59% (n = 350,000); AID 588475, 2011;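 active = inhibition of the ligand-induced calcium signal above about 50% at the single tested concentration, limit read from the data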
M4 antag: human M4 muscarinic receptor antagonists, primary screen, CHO cells, Fluo-8 calcium fluorescence; actives 0.73% (n = 360,000); inhibition, % at 3 µM; CHO-hM4 cells, ACh EC80;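 active = inhibition above its plate's cutoff, the mean inhibition of sample wells plus 3 SD, cut at about 27% in these data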;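 note: 0% = acetylcholine EC80 with DMSO and 100% = DMSO without agonist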
M5 ag: human M5 muscarinic receptor agonists, primary screen, CHO-K1 cells, Fluo-8 calcium fluorescence; actives 0.19% (n = 360,000); CHO-K1 hM5 cells; 0% DMSO wells, 100% maximal acetylcholine response; AID 624037, 2012; activation, % at 3 µM;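 active = activation above the run's mean over test compounds plus 3 SD, cut at about 23% in these data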;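 note: signal is peak over basal fluorescence ratio across the kinetic read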
Target sequence (P08912 whole entry, looked up): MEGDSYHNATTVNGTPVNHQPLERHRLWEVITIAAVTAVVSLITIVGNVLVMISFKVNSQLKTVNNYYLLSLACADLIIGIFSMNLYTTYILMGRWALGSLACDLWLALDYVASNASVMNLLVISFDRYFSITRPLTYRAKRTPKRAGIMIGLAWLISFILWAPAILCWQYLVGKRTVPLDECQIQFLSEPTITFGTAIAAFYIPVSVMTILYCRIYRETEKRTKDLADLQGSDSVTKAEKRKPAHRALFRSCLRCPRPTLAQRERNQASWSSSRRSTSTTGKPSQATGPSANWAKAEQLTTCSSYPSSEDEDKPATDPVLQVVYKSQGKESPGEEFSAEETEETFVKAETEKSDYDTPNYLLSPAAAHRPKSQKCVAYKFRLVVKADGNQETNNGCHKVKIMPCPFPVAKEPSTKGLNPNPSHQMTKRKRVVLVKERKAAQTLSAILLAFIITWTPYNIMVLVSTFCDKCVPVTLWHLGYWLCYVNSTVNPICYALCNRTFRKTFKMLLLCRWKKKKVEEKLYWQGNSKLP
M1 PAM: human M1 muscarinic receptor positive allosteric modulators, primary screen, CHO-K1 cells, Fluo-8 calcium fluorescence, 1536-well | AID 588819, 2011 | CHO-K1 hM1, ACh EC20; 0% = ACh EC20, 100% = maximal ACh | actives 0.088% (n = 360,000) | activation, % at 3 µM | Muscarinic acetylcholine receptor M1 (Homo sapiens), P11229; in the data active = activation above about 19%, passing the limit was not always enough
Target sequence (P11229 whole entry, looked up): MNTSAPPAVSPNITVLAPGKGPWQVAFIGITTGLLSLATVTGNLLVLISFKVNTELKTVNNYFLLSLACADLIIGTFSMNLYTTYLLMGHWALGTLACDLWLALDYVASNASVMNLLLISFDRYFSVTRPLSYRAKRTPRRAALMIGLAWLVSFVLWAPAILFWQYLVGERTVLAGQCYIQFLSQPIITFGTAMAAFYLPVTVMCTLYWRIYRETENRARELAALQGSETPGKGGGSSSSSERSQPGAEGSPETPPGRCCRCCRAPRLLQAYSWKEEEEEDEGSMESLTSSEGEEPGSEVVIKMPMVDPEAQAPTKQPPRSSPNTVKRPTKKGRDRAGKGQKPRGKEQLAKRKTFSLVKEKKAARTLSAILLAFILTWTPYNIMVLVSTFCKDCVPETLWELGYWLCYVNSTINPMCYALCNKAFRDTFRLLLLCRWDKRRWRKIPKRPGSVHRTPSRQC
M4 PAM: human M4 muscarinic receptor positive allosteric modulators, primary screen, CHO-K1 cells, Fluo-8 calcium fluorescence; actives 0.4% (n = 360,000); activation, % at 3 µM; Muscarinic acetylcholine receptor M4 (Homo sapiens), P08173; CHO-K1 hM4/Gqi5, ACh EC20; 0% = ACh EC20, 100% = maximal ACh; AID 624126, 2012;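 active = activation above its plate's cutoff, the mean activation of sample wells plus 3 SD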; note: some results filed as inactive read as strong as hits
CHRM5 antagonist: human M5 muscarinic receptor antagonists, primary screen, CHO cells, Fluo-8 calcium fluorescence; Muscarinic acetylcholine receptor M5 (Homo sapiens), P08912; CHO-hM5 cells, ACh EC80; inhibition, % at 3 µM; actives 0.59% (n = 360,000); AID 624040, 2012;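 active = inhibition above a per-plate cutoff, the mean of that plate's test compounds plus 3 SD, cut at about 27% in these data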;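 note: 0% = acetylcholine EC80 with DMSO and 100% = DMSO without agonist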
M4 ag: human M4 muscarinic receptor agonists, primary screen, CHO-K1 cells, Fluo-8 calcium fluorescence | AID 624127, 2012 | activation, % at 3 µM | CHO-K1 hM4/Gqi5; vehicle 0%, full acetylcholine response 100% | Muscarinic acetylcholine receptor M4 (Homo sapiens), P08173 | actives 0.14% (n = 360,000);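 active = activation above the run mean over all test wells plus 3 SD, cut at about 32% in these data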;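 note: peak over basal fluorescence ratio per well then scaled between controls; 0% = DMSO wells and 100% = acetylcholine at EC100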
CRFR2-BP ag: agonists of CRF-BP/CRF-R2 complex, primary screen, cell-based, HEK293, calcium dye fluorescence, uHTS; AID 588473, 2011; CRF-binding protein / CRF receptor 2 complex (human); activation, % at 13.2 µM; calcium dye fluorescence (FLIPR); percent of saturating CRF peptide response; actives 0.46% (n = 350,000);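 active = activation of at least 50%, plus an integration ratio under a set limit after plate pattern correction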;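 note: plate controls were neutral control wells without compound for no effect and CRF at EC100 for full effect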
CHRM5 PAM: human M5 muscarinic receptor positive allosteric modulators, primary screen, CHO-K1 cells, Fluo-8 calcium fluorescence; Muscarinic acetylcholine receptor M5 (Homo sapiens), P08912; CHO-K1 hM5, ACh EC20 PAM; 0% = ACh EC20, 100% = ACh EC100; activation, % at 3 µM; actives 0.3% (n = 360,000); AID 624038, 2012;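 active = activation above the run cutoff, the mean activation of all test compounds plus 3 SD, cut at about 18% in these data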
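system = human M5 receptor in CHO-K1 cells | reagent = EC20 acetylcholine as agonist stimulus | compound dosing = single-point, 3 µM nominal | incubation = Fluo-8 loading 80 min at 37 °C plus 30 min room temperature | detection = Fluo-8 calcium dye fluorescence, kinetic read | benchmarks = low control EC20 acetylcholine (0%), high control EC100 acetylcholine (100%)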
Numbers without * were called inactive; / = not tested or not shown.

Each structure is followed by: CRFBP-R2 block | M4 ag | M1 PAM | CHRM5 PAM | CRFR2-BP ag | M5 ag | M4 antag | CHRM5 antagonist | M4 PAM
1	CC(CCl)n1c(=O)c2ccccc2n1C(=O)c1ccccc1 (configuration not stated)
    / | 4 | / | -5 | / | 2 | -13 | 10 | 15
2	Cc1cc(C(=O)Nc2cccc3c2O[C@@H](CN(C)S(C)(=O)=O)[C@H](C)CN([C@@H](C)CO)C3=O)n(C)n1
    4 | 1 | 9 | 4 | 8.2 | 3 | -14 | -3 | 10
3	CCCCCC(=O)NNC(=S)NC(C)=O
    -6 | 0 | 3 | 2 | -4.3 | -3 | -1 | 10 | 9
4	O=C(COCc1cc(-c2ccc3c(c2)OCO3)on1)Nc1cccnc1Cl
    6 | -1 | 6 | -2 | 0.0 | -2 | -12 | 14 | 4
5	CCOC(=O)c1ccccc1NC(=O)c1ccc2c(SCC(=O)O)c3c(nc2c1)CCCC3
    -3 | 7 | -10 | -8 | -0.4 | 3 | -5 | 8 | -8
6	C#CCN(Cc1ccco1)C(=O)c1ccc(OC2CCN(Cc3ccccn3)CC2)cc1
    -9 | 5 | -4 | -3 | 0.1 | -6 | 8 | 3 | -10
7	CCCn1cc(SCC(=O)Nc2nnc(C)s2)c2ccccc21
    -44 | 0 | 6 | -1 | 1.9 | -1 | -16 | -1 | 1
8	CC(Oc1ccc(Cl)cc1)C(=O)N/N=C/c1ccsc1 (configuration not stated)
    -27 | 0 | 2 | 8 | -1.0 | -4 | -6 | -6 | 3
9	COc1ccccc1CNS(=O)(=O)c1cc2c3c(c1)CCC(=O)N3CCC2
    5 | 6 | 8 | -8 | -0.4 | 4 | 0 | 4 | -4
10	Cc1c(C(=O)NCC(c2ccco2)N2CCCC2)oc2ccc(Cl)cc12 (configuration not stated)
    -27 | 4 | 3 | 4 | -0.6 | -5 | -2 | 3 | -6
11	Cc1c(C(=O)NCc2cccnc2)sc2ncn(CC(=O)N3CCCCC3C)c(=O)c12 (configuration not stated)
    19 | 1 | 2 | -2 | -1.8 | -2 | 2 | 16 | 12
12	Nc1ccc(-c2cnc(N)c(C(=O)c3cccnc3)n2)cn1
    4 | 1 | 6 | 0 | 1.2 | -9 | -12 | 3 | 12
13	O=C(Cc1ccccc1F)Nc1nc(-c2cccnc2)cs1
    -6 | 2 | -1 | -9 | 1.7 | -1 | -5 | -10 | -3
14	O=S(=O)(NCCCCCNS(=O)(=O)c1c(F)cccc1F)c1ccc2c(c1)OCCO2
    -1 | 7 | -4 | -4 | -0.6 | 2 | 1 | 13 | -5
15	Cc1cccc(NC(=O)NCCc2c[nH]c3ccccc23)c1
    6 | 2 | 3 | -7 | -3.0 | 0 | 9 | 4 | -7

Sorted by the number under CHRM5 PAM (descending): 3 from the list above.
| no. | compound | CHRM5 PAM |
| --- | --- | --- |
| 7 | CCCn1cc(SCC(=O)Nc2nnc(C)s2)c2ccccc21 | -1 |
| 4 | O=C(COCc1cc(-c2ccc3c(c2)OCO3)on1)Nc1cccnc1Cl | -2 |
| 15 | Cc1cccc(NC(=O)NCCc2c[nH]c3ccccc23)c1 | -7 |

Single entries from the entries so far:
Value for cpd 13 in CHRM5 PAM: -9
Value for cpd 3 in M5 ag: -3

Next entries follow.
Each structure is followed by: CRFBP-R2 block | M4 ag | M1 PAM | CHRM5 PAM | CRFR2-BP ag | M5 ag | M4 antag | CHRM5 antagonist | M4 PAM
16	S=c1[nH]nc(-c2cccnc2)n1/N=C/c1ccc(Br)s1
    12 | 1 | 7 | 0 | -2.1 | 0 | -5 | -4 | 9
17	COC(=O)c1ccccc1NC(=O)CSc1nc(Nc2ccccc2)nc(N2CCOCC2)n1
    -5 | 0 | 6 | 3 | -1.5 | -1 | 3 | 2 | 3
18	O=C(CCC1CCCCC1)NNC(=O)NC12CC3CC(CC(C3)C1)C2
    -67 | 1 | -1 | 2 | 1.2 | 3 | 0 | -4 | 2
19	Cc1csc(SC(C)C(=O)NCc2ccc3c(c2)OCO3)n1 (configuration not stated)
    -7 | 1 | 6 | 1 | -0.6 | -1 | -2 | 3 | -3
20	O=[N+]([O-])c1ccc(Sc2cc[n+]([O-])c3ccccc23)c([N+](=O)[O-])c1
    -3 | -1 | 0 | 1 | 1.0 | 1 | 7 | 9 | -10
21	C=Cc1ccc(Cn2c(C)c(C(=O)NCc3cccc(C(F)(F)F)c3)sc2=O)cc1
    / | 1 | 0 | -3 | / | 1 | -3 | -1 | -1
22	N#CC1=C(S)N(c2ccc(F)cc2)C(c2ccco2)NC1=O (configuration not stated)
    2 | 0 | 8 | 0 | -1.2 | 2 | 4 | 11 | 9
23	CCC1=[N+](CC(=O)c2ccc(C)cc2)CCn2c(C)ccc21
    -4 | 0 | -5 | 6 | 3.5 | -4 | -5 | -4 | 10
24	COc1ccc2c(c1)c1ccc3c(c1n2C)C(=O)C=CC3=O
    35 | 0 | 17 | 5 | -1.2 | -4 | -3 | 4 | 1
25	Cc1cc(F)ccc1C(O)c1ncc(-c2ccccc2)[nH]1 (configuration not stated)
    / | 1 | 5 | -5 | / | 0 | -13 | 9 | 1
26	O=C(CSc1nc2ccccc2c(=O)n1-c1ccccc1)NCc1ccc2c(c1)OCO2
    4 | 1 | 0 | -4 | -1.1 | 0 | 2 | 0 | -2
27	Cc1nnc(SCC(=O)NCc2ccccc2)n1-c1ccccc1
    2 | 1 | 3 | 3 | -0.7 | -6 | -6 | 4 | 2
28	Cc1c(CCCC(=O)O)sc(N)c1C(=O)c1cccc(C(F)(F)F)c1
    -4 | 1 | 5 | 5 | -3.0 | 3 | 0 | -2 | 4
29	COCCNC(=O)Cn1c(=O)n(Cc2ccc(C(=O)NCc3ccco3)cc2)c(=O)c2ccccc21
    2 | 1 | 9 | -2 | -1.1 | 1 | -7 | -2 | 8
30	CC1Sc2ccc(S(=O)(=O)CCC(=O)NCc3ccccc3Cl)cc2NC1=O (configuration not stated)
    -12 | 8 | -3 | -4 | -3.6 | 0 | -12 | 1 | -7

Profiles from above. Values in the order: CRFBP-R2 block	M4 ag	M1 PAM	CHRM5 PAM	CRFR2-BP ag	M5 ag	M4 antag	CHRM5 antagonist	M4 PAM
O=C(Cc1ccccc1F)Nc1nc(-c2cccnc2)cs1 is entered as -6	2	-1	-9	1.7	-1	-5	-10	-3
S=c1[nH]nc(-c2cccnc2)n1/N=C/c1ccc(Br)s1 is entered as 12	1	7	0	-2.1	0	-5	-4	9

Next section:
Each structure is followed by: CRFBP-R2 block | M4 ag | M1 PAM | CHRM5 PAM | CRFR2-BP ag | M5 ag | M4 antag | CHRM5 antagonist | M4 PAM
31	O=S(=O)(Cc1ccccc1)N1CCCC1
    24 | -1 | 6 | 9 | -0.3 | 0 | 5 | -9 | -2
32	COc1cc(/C=C2\SC(=S)N(CC(=O)Nc3ccccn3)C2=O)cc(OC)c1OC
    -254 | 2 | 6 | -2 | 4.2 | 6 | -3 | -4 | -2
33	CSc1ncccc1C(=O)OCC(=O)N1CC2(C)CC1CC(C)(C)C2 (configuration not stated)
    5 | 7 | -1 | -7 | -1.0 | 2 | -11 | 10 | -3
34	CCOC(=O)CN1CC(C)(C)N(CC(=O)OCC)CC1(C)C
    18 | 1 | -6 | -15 | 2.8 | -4 | -5 | 22 | 4
35	CC(C)CN(C(=O)CSc1nc2ccccc2c(=O)[nH]1)c1c(N)n(CC(C)C)c(=O)[nH]c1=O
    -35 | 2 | 13 | -4 | 2.7 | 3 | -10 | 12 | 24*
36	COc1ccc(OCCOC(=O)C(C)NS(=O)(=O)c2ccc(NC(C)=O)cc2)cc1 (configuration not stated)
    4 | 16 | 2 | -24 | -1.6 | 5 | -2 | 11 | -3
37	COc1ccc(N2C(=O)Cc3ccccc3C2=O)cc1
    -4 | 1 | 10 | 1 | 1.4 | -1 | -9 | 5 | 1
38	CC(C)c1ccccc1NC(=S)NCC1(N(C)C)CCCCC1
    -14 | 2 | 13 | 8 | 3.6 | -8 | -8 | -30 | 5
39	CCSc1nnc(NC(=O)[C@@H](NC(=O)c2ccccc2F)C(C)C)s1
    -4 | 1 | 6 | 4 | 1.3 | 2 | -1 | -3 | 1
40	CCc1cc2c(=O)n(-c3ccc(Br)cc3)cnc2s1
    10 | 1 | 6 | -3 | -1.0 | -2 | -11 | -5 | 2
41	COc1ccccc1OCC(=O)Nc1ccc(S(=O)(=O)Nc2cc(C)nc(C)n2)cc1
    2 | 0 | -4 | -2 | -1.3 | 0 | -4 | -3 | 2
42	CC(=O)Nc1ccc(C2=CC(=O)C[C@H](c3ccc4c(c3)OCO4)C2)cc1
    -31 | 7 | 0 | -12 | -1.5 | -2 | 10 | 19 | -6
43	COc1ccc(CN(C)C(=O)C2CSC3(C)CCC(=O)N23)cc1OC (configuration not stated)
    5 | 1 | 12 | 8 | -0.3 | 1 | -8 | 1 | 7
44	N#CC1=C(N)OC2=C(C(=O)CCC2)C1c1ccncc1 (configuration not stated)
    -18 | 0 | 1 | -4 | 1.2 | -4 | -10 | -9 | 8
45	CSc1nc2nc(C)cc(-c3ccccc3)n2n1
    -8 | 0 | 6 | 4 | -3.4 | -5 | -15 | -8 | 15
46	COc1ccc(/C=N\NC(=O)c2sc(N)nc2C)cc1OC
    -19 | 1 | 0 | -4 | -0.7 | -1 | 8 | 5 | -1
47	O=C(NCCCN1CCN(Cc2ccccc2)CC1)c1nnc(Cc2c(F)cccc2Cl)o1
    -4 | 0 | -10 | 5 | 0.0 | -8 | 13 | -7 | -21
48	COc1ccc2cc(C3=CCCC3(C)C(=O)O)ccc2c1 (configuration not stated)
    15 | 2 | 8 | -1 | -3.1 | 0 | -5 | 12 | 6
49	Cc1ccc(S(=O)(=O)N2CCC(C(=O)OCc3ccc([N+](=O)[O-])cc3)CC2)cc1
    29 | 4 | -16 | -18 | 0.5 | -2 | 9 | 11 | -12
50	COCCNC(=O)C1(C)CCCN(C(=O)c2c(F)ccc(C)c2F)C1 (configuration not stated)
    / | 1 | 0 | 0 | / | 1 | 4 | -1 | 5
51	CCOc1ccccc1N1CC(C(=O)N2CCc3ccccc3C2)CC1=O (configuration not stated)
    -2 | 4 | 10 | -3 | -0.8 | 1 | -10 | -1 | 2
52	O=C(CSc1nc2nc(-c3cccs3)cc(C(F)(F)F)c2c(=O)[nH]1)Nc1ccc(F)c(F)c1
    35 | 1 | -5 | 3 | -0.3 | -2 | 3 | 1 | 0
53	COc1ccc(OC)c(NS(=O)(=O)c2ccc(NC(=O)C3COc4ccccc4O3)cc2)c1 (configuration not stated)
    -21 | 22 | -1 | -17 | 0.0 | 12 | 12 | 11 | -3
54	CN(CC(=O)NCc1ccncc1)S(=O)(=O)c1ccccc1
    1 | 1 | 0 | 1 | -0.1 | 1 | 0 | -1 | 4
55	O=C(NCc1ccccc1)c1ccc(/C=N/O)nc1
    0 | 0 | 6 | 4 | 0.5 | -2 | -4 | -8 | 10
56	CCN(C[C@H]1N[C@@](CC)(C(=O)OC)[C@H]2C(=O)N(Cc3ccccc3)C(=O)[C@@H]12)S(=O)(=O)c1ccc(F)cc1
    9 | 10 | -1 | -5 | 2.0 | 0 | -7 | 1 | -5
